ssDAF12 agonist: S. stercoralis DAF-12 activation, primary screen. HEK293 ssDAF-12/GRIP1 lit1-tk-luc reporter, luminescence; % of 3 µM dafachronic acid response. activation, % at 6.8 µM. 370,000 compounds, 1% hits;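 active = activation above the mean over all tested compounds plus 3 SD, cut at about 0.9% in these data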;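 note: 0% = DMSO-only wells and 100% = 3 µM delta7-dafachronic acid wells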
DAX1 inh-1: blocks DAX1 repression of SF-1 activated StAR promoter | HEK293T StAR-luciferase reporter, SF-1/DAX-1 repression relief | inhibition, % at 6.8 µM | 370,000 compounds, 1.1% hits | AID 652010;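 active = inhibition above the mean over all tested compounds plus 3 SD, cut at about 3.6% in these data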;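 note: 0% = DAX-1 cells with DMSO and 100% = cells lacking DAX-1 with DMSO; higher inhibition means more luminescence from relief of DAX-1 repression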
NR1D1 modulator: Rev-erb alpha (human) modulation; P20393; Rev-erbα–FITC-DNA binding, fluorescence polarization, 90 min; activity, % at 10 µM; 370,000 compounds, 0.79% hits; AID 1259318;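 active = activity above about 14%, limit read from the data; passing the limit was not always enough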;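 note: 0% = DMSO wells with 35 nM protein and 100% = DMSO wells with 750 nM protein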
hgDAF-12 ag: activates the H. glycines DAF-12 receptor ligand-binding domain; activation, % at 6.8 µM; 370,000 compounds, 1.8% hits; HEK293 GAL4-hgDAF12 UAS-luciferase reporter, agonist luminescence; normalized to butyrate control;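 active = activation above a cutoff set at the mean of all screened compounds plus 3 SD, cut at about 10% in these data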;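 note: 0% = DMSO wells and 100% = sodium butyrate wells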
PG9 Ab binder: small molecules binding HIV-1 gp120 antibody PG9. TR-FRET gp120-PG9 antibody binding. inhibition, % at 6.7 µM. 360,000 compounds, 0.43% hits. AID 624416; in the data active = inhibition above about 8.5%
GAA850 FXN act: increases GAA850 frataxin promoter reporter activity | HEK293 lucGAA850 FXN promoter luciferase reporter, 24 h; percent of 10 µM SAHA response | activation, % at 6 µM | 360,000 compounds, 0.56% hits;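 active = activation above the average of all compounds screened plus 3 SD, cutoff fixed separately per campaign, cut at about 7.5% in these data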;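 note: 0% = DMSO wells and 100% = 10 µM SAHA wells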
hcDAF-12 act: activators of H. contortus DAF-12 nuclear receptor. HEK293 hcDAF-12 lit1-tk-luc reporter, luminescence; 0% DMSO, 100% Δ7-dafachronic acid. activation, % at 6.8 µM. 370,000 compounds, 1.4% hits. AID 652067;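 active = activation above the mean of all tested compounds plus 3 SD, cut at about 5.5% in these data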;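 note: 100% = response to 3 µM Δ7-dafachronic acid high control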
DAX1 inh-2: inhibitors of human orphan nuclear receptor DAX1 (NR0B1) | P51843 | HEK293 Gal4-DAX1 luciferase reporter, luminescence | inhibition, % at 6.75 µM | 340,000 compounds, 0.99% hits | AID 504766;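 active = inhibition above the mean over all tested compounds plus 3 SD, cut at about 4.2% in these data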;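 note: 0% = DAX1-transfected cells with DMSO and 100% = empty-vector control cells with DMSO; inhibition shows as a rise in luminescence from relieved DAX1 repression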
Target sequence (P51843 207-470 limits assumed): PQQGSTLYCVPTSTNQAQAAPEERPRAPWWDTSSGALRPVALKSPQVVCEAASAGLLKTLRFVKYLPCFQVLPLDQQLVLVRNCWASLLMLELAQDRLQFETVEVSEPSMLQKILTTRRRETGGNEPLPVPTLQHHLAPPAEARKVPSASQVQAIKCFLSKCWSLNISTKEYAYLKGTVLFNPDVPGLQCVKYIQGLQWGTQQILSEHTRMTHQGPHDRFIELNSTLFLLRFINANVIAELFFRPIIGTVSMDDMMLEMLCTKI
PLCb3 inh: blocks human PLC-beta3 enzyme activity. inhibition, % at 12.2 µM. AID 720704. 370,000 compounds, 0.18% hits. Q01970. Purified PLC-beta3, fluorogenic substrate, fluorescence; in the data active = inhibition above about 11%;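 note: 0% = median of compound wells on plate and 100% = full blocker control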
SMARCA2 act: increases SMARCA2 function in MMTV reporter cells | activation, % at 9.1 µM | MG213 cells, MMTV-luciferase reporter, dexamethasone, overnight | 370,000 compounds, 1% hits; in the data active = activation above about 7.8%;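 note: 0% = vehicle wells and 100% = reference activator wells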
HGIII-sPLA2 inh: Inhibits HGIII-sPLA2 liposome hydrolysis, primary screen; 370,000 compounds, 0.56% hits; QFRET BODIPY PC-A2 liposome hydrolysis, fluorescence; Q9NZ20; inhibition, % at 12.2 µM;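 active = inhibition above mean plus 3 SD of compounds lying within the high and low control bounds, cut at about 19% in these data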;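 note: 0% = median of test compound wells and 100% = no enzyme DMSO wells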
Target sequence (Q9NZ20 whole entry, looked up): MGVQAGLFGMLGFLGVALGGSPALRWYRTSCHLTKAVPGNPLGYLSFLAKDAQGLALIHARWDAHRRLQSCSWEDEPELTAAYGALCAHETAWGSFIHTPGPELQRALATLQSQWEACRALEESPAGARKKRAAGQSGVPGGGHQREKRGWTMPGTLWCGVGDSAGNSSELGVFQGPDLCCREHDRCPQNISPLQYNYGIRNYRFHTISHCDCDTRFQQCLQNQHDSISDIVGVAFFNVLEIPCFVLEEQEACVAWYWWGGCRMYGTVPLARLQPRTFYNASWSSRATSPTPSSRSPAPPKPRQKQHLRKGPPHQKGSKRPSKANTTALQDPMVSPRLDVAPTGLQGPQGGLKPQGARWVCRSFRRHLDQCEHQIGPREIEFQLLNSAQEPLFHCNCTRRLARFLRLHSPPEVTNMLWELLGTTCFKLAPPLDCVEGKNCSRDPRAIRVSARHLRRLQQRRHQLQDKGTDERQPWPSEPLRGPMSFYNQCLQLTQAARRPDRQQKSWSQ
An asterisk follows results filed as active; x = not tested or not shown. Random draw from the library; 7% or so of the library scored in one or more.

Order of values – ssDAF12 agonist | DAX1 inh-1 | NR1D1 modulator | hgDAF-12 ag | PG9 Ab binder | GAA850 FXN act | hcDAF-12 act | DAX1 inh-2 | PLCb3 inh | SMARCA2 act | HGIII-sPLA2 inh
[1] Cc1cccc(C(=O)NNC(=O)c2cccc([N+](=O)[O-])c2)c1
  -0.5 | -0.2 | -1 | 1.6 | 0.9 | 0.9 | -1.4 | -0.4 | 1 | -2 | -4
[2] O=C(Cn1c2ccccc2c2nc3n(c(=O)c21)CCCS3)Nc1ccccc1
  -1.1 | -1.1 | -1 | 0.2 | 1.6 | -0.8 | -1.4 | -0.3 | -5 | 0 | 4
[3] C/C(CC(=O)Nc1ccc2c(c1)OCCO2)=N\NC(=O)c1ccc([N+](=O)[O-])cc1Cl
  -0.6 | 0.4 | -2 | -1.0 | -0.1 | 0.8 | 1.1 | 0.7 | 3 | 1 | -2
[4] Cc1onc(-c2ccccc2)c1C(=O)OCC(=O)N1CCCCC1
  -1.4 | -0.5 | 2 | 5.6 | -0.1 | -0.9 | -0.4 | 0.4 | 4 | -4 | 2
[5] COC(=O)C1=C(C)N(c2ccc(C)cc2)/C(=C/c2cccs2)C1=O
  -1.2 | 0.3 | -4 | 0.3 | -4.1 | -1.4 | -0.5 | 1.1 | 2 | 6 | -8
[6] CN(Cc1ccccc1)C(=O)COC(=O)c1ccc[nH]c1=O
  -0.7 | -0.1 | -4 | -2.4 | -2.6 | 0.6 | -0.8 | 1.3 | 4 | -4 | -3
[7] CCc1nc2ccc(C(=O)NCCCn3ccnc3)cn2c1N(C)Cc1ccc(OC)cc1
  -0.5 | 1.1 | 2 | -2.1 | -0.1 | 1.3 | -1.0 | x | -4 | -1 | -15
[8] COc1ccc(-n2c(C)cc(C(=O)CN3C(=O)C(=O)N(Cc4ccccc4)C3=O)c2C)cc1
  -1.1 | -1.1 | 4 | 1.0 | -2.4 | -0.9 | -0.6 | -1.7 | -5 | -3 | -4
[9] CCn1c(SCC(=O)NCc2ccc3c(c2)OCO3)nnc1-c1ccco1
  -0.7 | 0.1 | 2 | 2.4 | -0.4 | 2.9 | 0.2 | 0.3 | -2 | 0 | 0
[10] N=c1n(CCN2CCCC2)c2ccccc2n1CC(O)c1ccco1 (stereo not drawn)
  -1.8 | -0.3 | 2 | -3.2 | -1.9 | 1.5 | -0.6 | 0.2 | -4 | -2 | 2
[11] N#Cc1cnn2c(C(F)(F)F)c3c(nc12)CCCC3
  -2.1 | 0.2 | 1 | -0.8 | -0.7 | 3.2 | -1.3 | 0.5 | -33 | 0 | 3
[12] Cc1cc(C)nc(/N=C(\N)Nc2ccc([N+](=O)[O-])cc2)n1
  -1.2 | -0.3 | 1 | 1.8 | 0.2 | 0.4 | 0.9 | -1.5 | -1 | -2 | 16
[13] O=C(CCN1C(=O)[C@@H]2Cc3ccccc3CN2C1=O)NCc1ccccc1Cl
  -0.3 | 0.3 | 3 | -1.8 | -1.3 | 1.9 | 3.2 | -0.2 | -4 | -2 | -3
[14] CN(C)CCNC(=O)C1Cc2c(-c3ccccc3Oc3ccccc3)ccnc2O1 (stereo not drawn)
  -1.1 | 0.1 | -1 | -2.7 | 0.2 | -1.6 | -2.1 | x | -1 | -4 | 9
[15] CC(=O)Nc1ccc(S(=O)(=O)NCCC(=O)Nc2ccc(C)cn2)cc1
  -0.7 | 1.1 | -3 | 1.9 | -1.3 | 1.9 | -0.4 | 0.8 | -2 | -1 | 2
[16] Cc1ccc(-c2cc(-c3nnc(SCc4cccc5ccccc45)n3N)[nH]n2)cc1
  -1.9 | -1.4 | -2 | -2.2 | x | x | -5.0 | x | 0 | -6 | 0
[17] C=CCOC(=O)C1=C[C@H](c2coc3ccccc3c2=O)[C@@H](CCCO)[C@H](OCC)O1
  -0.8 | -0.1 | 4 | 2.3 | 0.5 | 2.1 | -0.9 | 0.3 | 3 | 0 | -1
[18] CC(NC(=O)c1noc2c1CCCCC2)c1ccccc1 (stereo not drawn)
  -0.4 | 1.4 | -2 | 2.0 | 0.7 | 1.4 | 0.4 | 0.1 | -2 | 0 | 9
[19] O=C(NCc1ccc(Cl)cc1)C1CCC(=O)N(C2CCCCCC2)C1 (stereo not drawn)
  -0.6 | -1.2 | 2 | -1.1 | -0.2 | -1.6 | -0.7 | 0.3 | -2 | -2 | 5
[20] CCOCCCNC(=O)/C(C#N)=C/c1ccc(C)o1
  -0.8 | -0.2 | -3 | -2.9 | 1.0 | 0.2 | -0.8 | 0.5 | -10 | -4 | 0
[21] NS(=O)(=O)c1ccc(CCNC(=S)NC2CCCCC2)cc1
  -1.2 | 0.2 | -1 | -4.2 | -1.1 | 1.0 | -2.1 | -1.6 | -2 | -2 | 3
[22] Cc1cccn2c(=O)nc(SCC(=O)NCc3ccccc3)nc12
  -0.9 | 0.2 | 0 | 1.4 | -0.1 | 0.6 | -1.2 | -0.9 | -6 | 4 | 5
[23] COc1cccc(N2CCN(C(=O)c3ccc(=O)oc3)CC2C)c1 (stereo not drawn)
  -1.1 | 1.0 | -3 | -0.5 | -0.1 | 2.5 | -0.3 | 1.1 | -42 | -1 | 3
[24] O=C(Nc1ccc(N2CCOCC2)cc1)Nc1ccc(Cl)c(Cl)c1
  -1.7 | -0.9 | -2 | -0.8 | -0.9 | 4.1 | 1.1 | 0.1 | -1 | -2 | 9

Compounds 14 through 24 from above:
Order of values – ssDAF12 agonist | DAX1 inh-1 | NR1D1 modulator | hgDAF-12 ag | PG9 Ab binder | GAA850 FXN act | hcDAF-12 act | DAX1 inh-2 | PLCb3 inh | SMARCA2 act | HGIII-sPLA2 inh
[14] CN(C)CCNC(=O)C1Cc2c(-c3ccccc3Oc3ccccc3)ccnc2O1 (stereo not drawn)
  -1.1 | 0.1 | -1 | -2.7 | 0.2 | -1.6 | -2.1 | x | -1 | -4 | 9
[15] CC(=O)Nc1ccc(S(=O)(=O)NCCC(=O)Nc2ccc(C)cn2)cc1
  -0.7 | 1.1 | -3 | 1.9 | -1.3 | 1.9 | -0.4 | 0.8 | -2 | -1 | 2
[16] Cc1ccc(-c2cc(-c3nnc(SCc4cccc5ccccc45)n3N)[nH]n2)cc1
  -1.9 | -1.4 | -2 | -2.2 | x | x | -5.0 | x | 0 | -6 | 0
[17] C=CCOC(=O)C1=C[C@H](c2coc3ccccc3c2=O)[C@@H](CCCO)[C@H](OCC)O1
  -0.8 | -0.1 | 4 | 2.3 | 0.5 | 2.1 | -0.9 | 0.3 | 3 | 0 | -1
[18] CC(NC(=O)c1noc2c1CCCCC2)c1ccccc1 (stereo not drawn)
  -0.4 | 1.4 | -2 | 2.0 | 0.7 | 1.4 | 0.4 | 0.1 | -2 | 0 | 9
[19] O=C(NCc1ccc(Cl)cc1)C1CCC(=O)N(C2CCCCCC2)C1 (stereo not drawn)
  -0.6 | -1.2 | 2 | -1.1 | -0.2 | -1.6 | -0.7 | 0.3 | -2 | -2 | 5
[20] CCOCCCNC(=O)/C(C#N)=C/c1ccc(C)o1
  -0.8 | -0.2 | -3 | -2.9 | 1.0 | 0.2 | -0.8 | 0.5 | -10 | -4 | 0
[21] NS(=O)(=O)c1ccc(CCNC(=S)NC2CCCCC2)cc1
  -1.2 | 0.2 | -1 | -4.2 | -1.1 | 1.0 | -2.1 | -1.6 | -2 | -2 | 3
[22] Cc1cccn2c(=O)nc(SCC(=O)NCc3ccccc3)nc12
  -0.9 | 0.2 | 0 | 1.4 | -0.1 | 0.6 | -1.2 | -0.9 | -6 | 4 | 5
[23] COc1cccc(N2CCN(C(=O)c3ccc(=O)oc3)CC2C)c1 (stereo not drawn)
  -1.1 | 1.0 | -3 | -0.5 | -0.1 | 2.5 | -0.3 | 1.1 | -42 | -1 | 3
[24] O=C(Nc1ccc(N2CCOCC2)cc1)Nc1ccc(Cl)c(Cl)c1
  -1.7 | -0.9 | -2 | -0.8 | -0.9 | 4.1 | 1.1 | 0.1 | -1 | -2 | 9

Reprinted at random: two entries already listed
Order of values – ssDAF12 agonist | DAX1 inh-1 | NR1D1 modulator | hgDAF-12 ag | PG9 Ab binder | GAA850 FXN act | hcDAF-12 act | DAX1 inh-2 | PLCb3 inh | SMARCA2 act | HGIII-sPLA2 inh
[1] Cc1cccc(C(=O)NNC(=O)c2cccc([N+](=O)[O-])c2)c1
  -0.5 | -0.2 | -1 | 1.6 | 0.9 | 0.9 | -1.4 | -0.4 | 1 | -2 | -4
[13] O=C(CCN1C(=O)[C@@H]2Cc3ccccc3CN2C1=O)NCc1ccccc1Cl
  -0.3 | 0.3 | 3 | -1.8 | -1.3 | 1.9 | 3.2 | -0.2 | -4 | -2 | -3

Assay outcomes: PubChem BioAssay, several laboratories
